Bioassay records (PubChem)
RGS4 block: inhibitors of human RGS4; HEK293 M3R/RGS4 inducible, Fluo-4 calcium flux; hits give high values; triggered by carbachol at its EC20; P49798; B-score at 10 µM; 0.45% of 310,000 active;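 active = B-score, a plate-corrected calcium signal, over three deviations above library mean, with baseline fluorescence within five deviations of library mean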;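 note: RGS4 expression induced by doxycycline in cells with stable M3 receptor; B-score is computed from the integrated fluorescence ratio over baseline after carbachol; higher B-score means a larger calcium signal and so more RGS4 inhibition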
MrgX1 antagonist: antagonists of human MrgX1 receptor; AID 588676; 1.3% of 310,000 active; MRGX1-HEK293 calcium flux, Fluo-4, BAM8-22 antagonism; hits give low values; Q96LB2; B-score at 10 µM;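 active = calcium-response B-score plate-corrected more than 3 library SD below zero, starting fluorescence within 5 deviations, no agonist response on first addition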;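 note: peak minus trough fluorescence over baseline after final BAM8-22 challenge near maximal dose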
HIF act: HIF pathway transcriptional activation | U2OS HRE-luciferase reporter, luminescence; normalized: DMSO 0%, desferrioxamine 100% | activation, % at 7.5 µM (by protocol) | 0.32% of 300,000 active;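 active = mean activation of at least 10% of the iron chelator positive control signal, with at least half of replicates also reaching 10%; inconclusive = mean and replicate majority disagree about reaching 10%; inactive = mean and most replicates under 10%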
TRPC6 inh: blocks the mouse TRPC6 cation channel. HEK293-TRPC6, membrane potential dye, ACh-evoked depolarization; hits give low values. B-score at 10 µM. 1.1% of 310,000 active. AID 2553;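 active = B-score under library mean minus 3 SD, initial fluorescence not abnormally high, positive integrated signal ratio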;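 note: B-score derived from integrated fluorescence ratio over the kinetic read; more negative B-score means stronger inhibition of depolarization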
RGS4 pot: RGS4 potentiation or activation; HEK293 M3R/inducible RGS4, carbachol calcium flux Fluo4; hits give low values; B-score at 10 µM; 0.92% of 310,000 active;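 active = B-score of the integrated calcium signal more than 4 SD below the library mean, with starting fluorescence not abnormally high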;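 note: negative B-score means reduced calcium response which marks RGS4 activation or potentiation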
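Assay system: Inducible-RGS4 HEK293 cells carrying M3 receptor | Schedule: Compound preincubation 20 min at room temperature before agonist | Signal: Kinetic calcium fluorescence imaging with Fluo4-AM dye, 2 µM | Read-out basis: B score from integrated fluorescence ratio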
MrgX1 allo act: human MrgX1 positive allosteric modulation, primary screen. Q96LB2. MrgX1-HEK293, Fluo-4 calcium flux, FDSS; hits give high values. B-score at 10 µM. 0.63% of 310,000 active;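 active = plate-corrected calcium response at least 3 library SD above typical, normal starting fluorescence, not activating the receptor alone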;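 note: compound read alongside a low EC10 to EC30 dose of BAM8-22 agonist; peak minus trough fluorescence over baseline measured at the second addition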
TRPC6 activator: mouse TRPC6 channel activation; HEK293-TRPC6 membrane potential dye fluorescence; hits give high values; B-score at 10 µM; 0.13% of 310,000 active;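 active = B-score of the integrated fluorescence ratio above library mean plus 3 SD, and starting fluorescence ratio within library mean plus 5 SD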;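 note: higher score means more depolarization so channel activation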
MrgX1 ag: agonists of human MrgX1 receptor. Q96LB2. MrgX1-HEK293 cells, Fluo-4 calcium fluorescence, agonist mode; hits give high values. B-score at 10 µM. 0.44% of 310,000 active;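 active = calcium response B-score plate-corrected fluorescence ratio at least 3 library SD, with starting fluorescence B-score inside 5 SD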
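Test system: HEK293 cells stably expressing human MrgX1 receptor; Input: fifteen thousand cells per well; Dosing: compound delivered in addition one of three; Schedule: overnight seeding, then 1 h dark dye loading; Technique: Fluo-4 NW calcium fluorescence; Measure: B-scored fluorescence response ratio; Controls: positive and negative controls per plate.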
Platelet DG rel: platelet dense granule release activity. human platelet-rich plasma, SFLLRN dense granule ATP release, luminescence. 0.22% of 300,000 active. inhibition, %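 (compounds screened at 7.5 µM in platelet-rich plasma)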;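 active = mean replicate score, as percent of positive control, at or above 50; inconclusive = mean below 50 but at least one replicate at or above 50; inactive = mean and every replicate below 50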
SKKanGAS inh: blocks kanamycin growth of S. pyogenes SKKanGAS strain | BacTiter-Glo, 6 h | inhibition, % at 7.5 µM | 1.3% of 300,000 active | AID 1662;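 active = mean replicate score, as percent of positive control median, at least 50; inconclusive = mean below 50 but one replicate at or above 50; inactive = mean and every replicate below 50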;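 note: strain carries kanamycin resistance gene driven by streptokinase promoter and grows in 40 µg/ml kanamycin; loss of luminescence reflects streptokinase promoter inhibition or plain growth inhibition; 0% = median of DMSO wells and 100% = positive control at its reference dose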
TRPC4 block: blocks the mouse TRPC4 cation channel; Q9QUQ5; HEK293 TRPC4beta/mu-opioid, DAMGO-evoked Fluo4 calcium flux; hits give low values; B-score at 10 µM; 0.39% of 300,000 active; AID 2247;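 active = B-score over 3 SD under the library average, no early fluorescence shift, positive overall ratio signal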
Target sequence (Q9QUQ5 whole entry, looked up): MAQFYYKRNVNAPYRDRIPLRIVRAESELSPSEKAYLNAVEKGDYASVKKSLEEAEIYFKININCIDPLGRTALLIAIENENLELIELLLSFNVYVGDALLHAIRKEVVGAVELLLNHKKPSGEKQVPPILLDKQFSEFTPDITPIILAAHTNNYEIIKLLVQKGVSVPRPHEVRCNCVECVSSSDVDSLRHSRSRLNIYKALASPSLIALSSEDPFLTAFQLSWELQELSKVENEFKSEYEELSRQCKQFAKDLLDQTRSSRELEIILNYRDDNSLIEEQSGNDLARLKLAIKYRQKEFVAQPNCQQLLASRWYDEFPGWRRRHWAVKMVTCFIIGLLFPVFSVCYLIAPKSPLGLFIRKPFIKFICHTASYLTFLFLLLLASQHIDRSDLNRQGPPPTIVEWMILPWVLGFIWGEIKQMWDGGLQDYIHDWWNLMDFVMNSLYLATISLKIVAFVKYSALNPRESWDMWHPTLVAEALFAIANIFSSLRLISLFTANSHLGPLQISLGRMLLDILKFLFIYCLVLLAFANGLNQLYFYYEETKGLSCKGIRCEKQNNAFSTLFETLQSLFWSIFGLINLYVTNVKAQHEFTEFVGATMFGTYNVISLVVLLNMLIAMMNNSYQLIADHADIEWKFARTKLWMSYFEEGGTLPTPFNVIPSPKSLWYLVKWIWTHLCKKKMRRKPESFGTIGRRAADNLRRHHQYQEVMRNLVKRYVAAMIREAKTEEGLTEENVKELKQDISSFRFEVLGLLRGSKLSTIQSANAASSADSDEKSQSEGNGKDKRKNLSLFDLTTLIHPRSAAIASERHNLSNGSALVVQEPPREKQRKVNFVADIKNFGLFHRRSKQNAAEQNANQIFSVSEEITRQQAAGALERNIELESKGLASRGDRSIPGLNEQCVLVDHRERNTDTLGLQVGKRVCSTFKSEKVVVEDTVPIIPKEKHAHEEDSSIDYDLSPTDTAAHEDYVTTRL
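Assay system: HEK293 cells with stable TRPC4beta plus mu-opioid receptor expression; Probe or stimulus: DAMGO in two steps, submaximal then maximal; Dosing: single-point compound dosing; Measured by: Fluo4 calcium-dye fluorescence, kinetic read; Read-out basis: B score from integrated Fluo4 fluorescence ratio.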
* hit, by the source's call; i = inactive; ? = inconclusive; / = not tested or not shown. Not a hit list. Share with any hit: about 6.1%.

SMILES	RGS4 block	MrgX1 antagonist	HIF act	TRPC6 inh	RGS4 pot	MrgX1 allo act	TRPC6 activator	MrgX1 ag	Platelet DG rel	SKKanGAS inh	TRPC4 block
CCOc1ccc2nc(NC(=O)CSC3=NCCS3)sc2c1	i	i	0.8	i	i	i	i	i	-6	-3	i
CC(C)C(=O)Nc1ccc2nn(-c3ccc(F)cc3)nc2c1	i	i	1.0	i	i	i	i	i	-2	-3	i
CN(C)C(CNC(=S)Nc1ccccc1)c1cccnc1 (centres undefined)	i	i	0.2	i	i	i	i	i	0	-2	i
CN(Cc1ccccc1)c1ccc(C(CC(N)=O)NC(=O)Cc2ccc(Br)cc2)cc1[N+](=O)[O-] (centres undefined)	i	i	-2.7	i	i	i	i	i	-1	21	i
CCN(C(=O)COC(=O)Cc1c[nH]c2ccccc12)c1c(N)n(Cc2ccccc2)c(=O)[nH]c1=O	i	i	-0.1	i	i	i	i	i	-7	12	i
CCCCc1ccc(-c2ccc(C)cc2O)nc1	i	i	0.6	i	i	i	i	i	-5	-1	i
Cc1ccc2oc(=O)cc(CN3CCN(C/C=C/c4ccccc4)CC3)c2c1	i	i	-0.5	i	i	i	i	i	4	-4	i
Cc1ccc(N(C(=O)CNC(=O)c2ccco2)C(C(=O)NC2CCCC2)c2ccncc2)cc1C (centres undefined)	i	i	0.1	i	i	i	i	i	4	0	i
COc1ccc(C(C)=O)cc1COC(=O)CNC(=O)c1ccccc1F	i	i	-0.2	i	i	i	i	i	-2	-3	i
O=C(O)CNC(=O)c1ccc(N2CCOCC2)cc1[N+](=O)[O-]	i	i	0.2	i	i	i	i	i	1	-25	i
CCN(CC)S(=O)(=O)c1ccc(-c2nnc(SCc3nnc(-c4ccc(C)cc4)o3)n2CC)cc1	i	i	-0.1	i	i	i	i	i	1	-6	i
Cc1ccc(Nc2nc(C)cc(C)c2C(N)=O)cc1	i	i	0.2	i	i	i	i	i	-8	-1	i
O=C(NC1CCCC1)C(c1ccc(O)cc1)N(CC1CCCO1)C(=O)C1COc2ccccc2O1 (centres undefined)	i	i	-0.7	i	i	i	i	i	-1	2	i
COc1ccc(S(=O)(=O)N2CCC(C(=O)NCc3ccncc3)CC2)cc1	i	i	0.9	i	i	i	i	i	3	-3	i
Cc1sc2nc(SCC(=O)Nc3ccccc3F)[nH]c(=O)c2c1C	i	i	-0.2	i	i	i	i	i	5	5	i
CCCCCCc1ccc(N2C[C@H](C)[C@@H](CC(=O)NCc3ccccc3)C2=O)cc1	i	i	0.4	i	i	i	i	i	1	11	i
N#Cc1ccc(OCCN2CCc3ccccc3C2)cc1	i	i	1.0	i	i	i	i	i	-18	-9	i
CC(C)NC(=O)NC(=O)CSc1nnc(-c2ccccc2F)n1N	i	i	88*	i	i	i	i	i	-1	8	i
COc1ccc2[nH]cc(C(=O)CN3CCN(C4CCCCC4)CC3)c2c1	i	i	-0.1	i	i	i	i	i	-1	-4	i
Nc1c(-c2ccccc2)c(CN2CCOCC2)nn1-c1ccc(C(=O)O)cc1	i	i	-0.4	i	i	i	i	i	-2	0	i
C=C(C)Cn1c(C2CC(=O)N(Cc3ccccc3)C2)nc2ccccc21 (centres undefined)	i	i	-0.4	i	i	i	i	i	1	-2	i
CC1CN(C(=O)/C=C/c2ccc3c(c2)OCO3)CC(C)O1 (centres undefined)	i	i	0.1	i	i	i	i	i	1	-1	i
COc1ccc2cc(-c3cc(C(=O)OCC(=O)NC4CCS(=O)(=O)C4)c4ccccc4n3)ccc2c1 (centres undefined)	i	i	-59	i	i	i	i	i	-17	-7	i
CN(C)c1nc(OCCNC(=O)Nc2ccccc2)nc(N2CCCCC2)n1	i	i	-0.9	i	i	i	i	i	-3	-1	i
OC1(c2cccnc2)CCN(Cc2nnnn2C2CCCCC2)CC1	i	i	-9.4	i	i	i	i	i	-2	4	i

Looked up by structure from the entries so far (two):
SMILES	RGS4 block	MrgX1 antagonist	HIF act	TRPC6 inh	RGS4 pot	MrgX1 allo act	TRPC6 activator	MrgX1 ag	Platelet DG rel	SKKanGAS inh	TRPC4 block
COc1ccc(C(C)=O)cc1COC(=O)CNC(=O)c1ccccc1F	i	i	-0.2	i	i	i	i	i	-2	-3	i
CC1CN(C(=O)/C=C/c2ccc3c(c2)OCO3)CC(C)O1 (centres undefined)	i	i	0.1	i	i	i	i	i	1	-1	i

(cont.)
SMILES	RGS4 block	MrgX1 antagonist	HIF act	TRPC6 inh	RGS4 pot	MrgX1 allo act	TRPC6 activator	MrgX1 ag	Platelet DG rel	SKKanGAS inh	TRPC4 block
CC1CN(c2nnnn2-c2ccccc2)CC(C)O1 (centres undefined)	i	i	0.0	i	i	i	i	i	1	-5	i
Cn1c(=O)c2c(nc(Sc3nc4ccccc4n3CC(=O)N3CCCCC3)n2C)n(C)c1=O	i	i	-0.2	i	i	i	i	i	13	-1	i
COC(=O)C1CCN(C(=O)COC(=O)C2CCN(S(=O)(=O)c3c(Cl)cccc3Cl)CC2)CC1	i	i	-0.6	i	i	i	i	i	4	7	i
CCCC(=O)Nc1sc(C)c(C)c1C#N	i	i	-0.1	i	i	i	i	i	-3	3	i
COc1ccc(Oc2nc(-c3ccncc3)nc3ccccc23)cc1	i	i	-1.1	i	i	i	i	i	-4	1	i
COc1ccc(OC)c(N(CC(=O)NCCSC2CCCCC2)S(=O)(=O)c2ccccc2)c1	i	i	-0.2	i	i	i	i	i	-1	0	i
COc1ccc(N2CCN(C(=O)c3ccccc3N(C)S(=O)(=O)c3ccccc3)CC2)cc1	i	i	-0.8	i	i	i	i	i	-3	25	i
O=C(Cn1cnc2ccccc2c1=O)NCCC(=O)Nc1ccccc1C(F)(F)F	i	i	-0.1	i	i	i	i	i	16	0	i
COCCCn1c(=S)[nH]c2sc3c(c2c1=O)CCCC3	i	i	0.2	i	i	i	i	i	-82	9	i
COc1ccc(NC(=O)C2OC3OC(C)(C)OC3C3OC(C)(C)OC23)cc1 (centres undefined)	i	i	-0.4	i	i	i	i	i	-6	-4	i
CC1=C([N+](=O)[O-])C(c2ccccc2)C2=C(N1)c1ccccc1C2=O (centres undefined)	i	i	0.2	i	i	i	i	i	14	-1	i
COc1ccc(N2CCN(CCNC(=O)CCS(=O)(=O)c3cccc4nsnc34)CC2)cc1	i	i	-0.2	i	i	i	i	i	4	7	i
Cc1c(NC(=O)CSC(=S)N2CCCC2)c(=O)n(-c2ccccc2)n1C	i	i	-0.4	i	i	i	i	i	?	14	i
COc1cc(/C=C2/C(=N)N3C(=NC2=O)SN=C3S(C)(=O)=O)ccc1OS(=O)(=O)c1ccc(C)cc1	i	i	-0.2	i	i	10*	i	i	1	28	i
O=C(NCC1CCN(Cc2ccccc2F)CC1)C1CCCN(c2ncnc3c2nc2n3CCCCC2)C1 (centres undefined)	i	i	0.0	i	i	i	i	i	13	-1	i
Cc1cccc(N2CCN(C(=O)c3cccc(S(=O)(=O)N4CCc5ccccc5C4)c3)CC2C)c1 (centres undefined)	i	i	-0.1	i	i	i	i	i	4	12	i
c1ccc(-n2ncc3c2ncn2c(C4CCCCC4)nnc32)cc1	i	/	0.8	i	i	/	i	/	-2	-4	i
COC(C[C@H]1O[C@H]1[C@H](O)[C@H](C)OCc1ccccc1)OC	i	/	-0.1	i	i	/	i	/	-2	-1	i
Cc1ccc(CNC(=O)CCCC(=O)O)cc1	i	i	-0.3	i	i	i	i	i	-4	6	i
CC1C(=O)N2CCCc3cc(NC(=O)C(=O)NCc4ccc5c(c4)OCO5)cc1c32 (centres undefined)	i	i	-4.5	i	i	i	i	i	2	-1	i
Cc1ccc(NC(=S)N2CCC(NC(=O)c3ccco3)CC2)cc1C	i	i	-0.6	i	i	i	i	i	-2	-12	i
CCc1nnc(NC(=O)C(CC)c2ccccc2)s1 (centres undefined)	i	i	0.4	i	i	i	i	i	-16	2	i
Cc1ccc(Oc2nnc(-c3cccs3)c3ccccc23)cc1C	i	i	-0.5	i	i	i	i	i	-16	11	i
C(#Cc1ccccc1)C[N+]1(CC#Cc2cccc3ccccc23)CCOCC1	i	/	/	-5*	i	/	i	/	6	6	i
Cc1ccc(OCc2ccc(-c3ccccc3)cc2)c([N+](=O)[O-])n1	i	i	0.8	i	i	i	i	i	-1	5	i
SMILES	RGS4 block	MrgX1 antagonist	HIF act	TRPC6 inh	RGS4 pot	MrgX1 allo act	TRPC6 activator	MrgX1 ag	Platelet DG rel	SKKanGAS inh	TRPC4 block
Cc1ccc(NC(=O)CN2CCc3ccccc3C2)cc1F	i	i	0.1	i	i	i	i	i	-1	-6	-7*
CCOC(=O)N1CCC(NC(=O)C2=CCN(S(=O)(=O)c3ccc(F)cc3)CC2)CC1	i	i	0.1	i	i	i	i	i	1	-8	i
Cc1c(O)cc2c(c1O)C(=O)CC(c1ccccc1)O2 (centres undefined)	i	i	-0.1	i	i	i	i	i	-2	3	i
CN(C(=O)COC(=O)c1ccc(C(C)(C)C)cc1)C1CCS(=O)(=O)C1 (centres undefined)	i	i	0.1	i	i	i	i	i	0	/	i
N/C(COc1ccc(C(=O)O)cc1)=N\O	i	i	-0.1	i	i	i	i	i	-9	-5	i
Cn1c(Cn2c(=O)sc3ccccc32)nnc1SCC(=O)NC1CCCCC1	i	i	-0.2	i	i	i	i	i	2	-3	i
CCc1cccc(CC)c1NC(=O)CN1CCN(S(=O)(=O)c2ccccc2)CC1	i	i	0.1	i	i	i	i	i	16	-3	i
CC(=O)NCCCc1nc2ccccc2n1Cc1ccccc1F	i	i	0.2	i	i	i	i	i	-6	1	i
CC(Sc1nnc(-c2cccnc2)n1N)C(=O)N1CCOCC1 (centres undefined)	i	i	-0.6	i	i	i	i	i	2	-5	i
Cc1ccnc(SCC(=O)Nc2c(C)n(C)n(-c3ccccc3)c2=O)n1	i	i	0.2	i	i	i	i	i	7	-15	i
COC(OC)c1ccc(C#N)c(=O)[nH]1	i	-6.2*	-0.1	i	i	i	i	i	-6	0	i
COc1ccc(N2CCN(c3ncnc4c3[nH]c3ccccc34)CC2)cc1	i	i	0.1	i	i	i	i	i	3	5	i
CCN(C1CCCCC1)S(=O)(=O)c1ccc(S(=O)(=O)NCc2ccncc2)cc1	i	i	0.3	i	i	i	i	i	4	4	i
C=CCc1cccc(CNc2c(C)cc(C)cc2C)c1O	i	i	0.3	i	i	i	i	i	3	/	i
